# Screening data (PubChem)
# WRN helicase inh – inhibitors of human WRN helicase; Q14191; WRN helicase unwinding, fluorescent forked duplex, kinetic; Potency, µM (doses to about 114 µM), inactives show at the top dose activity change, negative = inhibition, most hits filed as inhibitors; 360,000 tested, 0.46% active; also: potency is read from the fitted curve at half-maximal effect; % is scaled to controls: 0 for no effect and ±100 for the full control effect; nearly all actives have a fitted effect of over 55% in size
# Target sequence (Q14191 whole entry, looked up): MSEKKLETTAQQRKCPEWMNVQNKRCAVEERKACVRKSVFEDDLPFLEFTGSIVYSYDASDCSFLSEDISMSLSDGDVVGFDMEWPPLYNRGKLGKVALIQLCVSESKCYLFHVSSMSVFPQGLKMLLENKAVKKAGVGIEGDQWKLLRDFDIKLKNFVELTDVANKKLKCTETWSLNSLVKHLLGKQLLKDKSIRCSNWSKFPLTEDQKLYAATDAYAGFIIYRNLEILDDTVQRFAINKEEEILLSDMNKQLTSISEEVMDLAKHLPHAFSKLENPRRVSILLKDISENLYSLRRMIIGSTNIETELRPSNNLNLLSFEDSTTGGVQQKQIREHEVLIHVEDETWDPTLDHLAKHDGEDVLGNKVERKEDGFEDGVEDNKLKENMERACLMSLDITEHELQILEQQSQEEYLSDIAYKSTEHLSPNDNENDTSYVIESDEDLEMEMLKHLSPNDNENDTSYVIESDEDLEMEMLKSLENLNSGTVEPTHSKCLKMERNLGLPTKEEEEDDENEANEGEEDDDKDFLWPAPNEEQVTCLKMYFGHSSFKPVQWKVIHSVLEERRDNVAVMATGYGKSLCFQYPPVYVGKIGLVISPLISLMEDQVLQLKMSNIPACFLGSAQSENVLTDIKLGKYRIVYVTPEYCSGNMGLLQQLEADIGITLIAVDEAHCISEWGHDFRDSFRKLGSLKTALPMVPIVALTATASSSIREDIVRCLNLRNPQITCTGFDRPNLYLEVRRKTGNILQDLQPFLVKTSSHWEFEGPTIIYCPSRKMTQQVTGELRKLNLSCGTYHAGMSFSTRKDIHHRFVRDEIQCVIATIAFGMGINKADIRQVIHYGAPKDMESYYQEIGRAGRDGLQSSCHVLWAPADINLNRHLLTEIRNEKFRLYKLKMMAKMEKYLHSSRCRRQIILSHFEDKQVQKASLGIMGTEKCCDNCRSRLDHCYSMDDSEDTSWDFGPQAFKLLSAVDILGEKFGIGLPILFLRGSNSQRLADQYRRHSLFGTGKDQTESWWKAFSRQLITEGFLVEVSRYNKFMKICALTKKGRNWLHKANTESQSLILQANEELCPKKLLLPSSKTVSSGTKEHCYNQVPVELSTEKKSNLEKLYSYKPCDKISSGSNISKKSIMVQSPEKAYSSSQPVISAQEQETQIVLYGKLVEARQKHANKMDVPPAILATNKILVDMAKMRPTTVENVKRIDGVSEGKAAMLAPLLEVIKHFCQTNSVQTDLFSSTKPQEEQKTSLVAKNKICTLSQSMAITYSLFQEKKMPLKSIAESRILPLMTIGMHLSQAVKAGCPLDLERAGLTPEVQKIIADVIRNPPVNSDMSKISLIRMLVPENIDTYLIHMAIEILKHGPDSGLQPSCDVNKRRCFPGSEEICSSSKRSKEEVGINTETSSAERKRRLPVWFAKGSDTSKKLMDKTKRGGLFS
#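 Screening of the MLSMR collection measured strand separation of a quenched forked DNA duplex (100 nM) by 20 nM WRN with 2 mM ATP, all final. Compounds were preincubated with enzyme 15 min at room temperature.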
# IL-1B inflam inh – inhibitors of inflammasome signaling (IL-1 beta secretion). THP-1 LPS/ATP IL-1B secretion, AlphaLISA, 16 h; hits give low values. activity change, % at 57.5 µM. 360,000 tested, 4.7% active. AID 743279; in the data active = activity change below about -50%; inconclusive = mostly about -30% to -49%; also: % is scaled to controls: 0 for no effect and ±100 for the full control effect
#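 Secreted IL-1B measured by AlphaLISA bead assay after 16 h compound exposure of THP-1 cells; compounds (final up to 57.5 uM) added 1 h before LPS (250 ng/mL) and ATP (1.25 mM) stimulation; lower signal means less secretion.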
# HT1080-NT tox – kills 2HG-producing HT-1080-NT fibrosarcoma cells; HT-1080-NT fibrosarcoma viability, CellTiter-Glo ATP luminescence, 48 h; Potency, µM (series often up to 46.1 µM), without a hit: top-dose activity, negative = less viability, usual class: cytotoxic; 360,000 tested, 1.6% active; AID 686970;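 also: NT is the 2HG producing partner of a matched IDH1 knockdown line; potency is read from the fitted curve at half-maximal effect; 0% = DMSO-treated cells and -100% = media-only wells without cells; nearly all actives have a fitted effect of over 55% in size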
#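 Fibrosarcoma NT cells, 750 per well in 5% FBS RPMI, were exposed to compound for 48 hours. Viability: CellTiter-Glo luminescence.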
# HT1080 IDH1KD tx – toxicity to HT-1080 IDH1 knockdown cells (counter line) | HT-1080 IDH1 knockdown viability, ATP luminescence, 48 h | Potency, µM (highest dose often 46.1 µM), for inactives: top-dose activity, negative = toxicity, most hits filed as cytotoxic | 360,000 tested, 2% active | AID 686971;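 also: potency is read from the fitted curve at half-maximal effect; 0% = DMSO wells and -100% = cell-free medium wells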
#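 Viability of IDH1-knockdown HT-1080 fibrosarcoma cells was assessed by CellTiter-Glo after 48 h at 37 °C with titrated compound; concentration-effect curves were classified by fit quality and response size.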
# SW480 rerep – inducers of DNA re-replication in SW480 colon cancer cells. SW480 DNA re-replication, Hoechst DNA content imaging, 48 h. Potency, µM (series often up to 46.1 µM), for inactives: at the highest dose re-replication activation, usual class: activators. 340,000 tested, 1.8% active; also: potency is read from the fitted curve at half-maximal effect; % of control where 0% means no effect; nearly all actives have a fitted effect of over 55% in size
#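 Compounds, transferred as 23 nL by pin tool, were incubated with cells for 48 hr; DNA content per nucleus was then quantified by Hoechst staining and fluorescence plate imaging.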
# KB-V1 MDR tox – KB-V1 MDR subline cytotoxicity | KB-V1 MDR cells viability, CellTiter-Glo, 72 h | Potency, µM (doses to about 46.1 µM), without a hit: at the highest dose activity change, negative = cytotoxicity, actives largely listed as cytotoxic | 400,000 tested, 3.4% active | AID 1347076; also: potency is read from the fitted curve at half-maximal effect; % is scaled to controls: 0 for no effect and ±100 for the full control effect; nearly all actives have a fitted effect of over 60% in size
#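 Readout: CellTiter-Glo luminescence, 10 min after addition. Cells: KB-V1 MDR subline, 72 h at 37 degrees C with compound. Analysis: corrected, normalized data fitted to concentration-effect curves.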
# ATXN2 expr inh – ATXN2 expression inhibition; HEK-293 ATXN2-luciferase reporter, luminescence, 24 h; Potency, µM (highest dose often 57 µM), inactives show at the highest dose activity change, negative = inhibition, actives largely listed as inhibitors; 360,000 tested, 0.72% active; AID 1745845; also: potency is read from the fitted curve at half-maximal effect; % is scaled to controls: 0 for no effect and ±100 for the full control effect; nearly all actives have a fitted effect of over 55% in size
#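 qHTS (up to 57 uM final) was run with 24 h compound exposure of reporter cells at 37 °C. Each well was multiplexed: SteadyGlo luminescence measured ATXN2-luciferase expression after a fluorogenic Gly-Phe-AFC viability readout (25 uM final).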
# MCF10A rerep – inducers of DNA re-replication in MCF 10A breast cells. 350,000 tested, 2.9% active. AID 624296. MCF 10A DNA re-replication, Hoechst nuclear intensity, 48 h. Potency, µM (series often up to 46.1 µM), for the others: at the highest dose activity, positive = re-replication, most hits filed as activators; also: potency is read from the fitted curve at half-maximal effect; % of control where 0% means no effect; nearly all actives have a fitted effect of over 50% in size
# KB-3-1 cytotox – KB-3-1 parental cell cytotoxicity. KB-3-1 viability, CellTiter-Glo ATP luminescence, 72 h. Potency, µM (top dose mostly 46.1 µM), for inactives: at the top dose activity change, negative = cytotoxic, hits mostly cytotoxic. 400,000 tested, 1.4% active; also: potency is read from the fitted curve at half-maximal effect; % is scaled to controls: 0 for no effect and ±100 for the full control effect; nearly all actives have a fitted effect of over 60% in size
#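 Luminescent ATP read-out (CellTiter-Glo) measures survival of drug-naive KB-3-1 cells after 72 h compound exposure at 37 °C. Titration series was screened from lowest to highest concentration, with DMSO vehicle plates as background controls.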
# Starred values were filed as active, the others as inactive; ? = inconclusive; · = no result given; & = joins results of further samples; [ ] = remark or other dose. Unless noted, calls follow the shape of the dose curve; as a rule, active = well fitted curve in the direction sought with a large enough effect; inconclusive = small, poorly fitted or top-dose-only effect, or another doubt; inactive = no such curve, though single readings can be large; an effect the other way counts as inactive or inconclusive.
SMILES	IL-1B inflam inh	HT1080 IDH1KD tx	WRN helicase inh	ATXN2 expr inh	HT1080-NT tox	KB-3-1 cytotox	KB-V1 MDR tox	SW480 rerep	MCF10A rerep
Nc1nc(-c2ccccc2)nn1C(=O)c1ccco1	0.0	15.7%	-7.0%	·	20.7%	2.3%	6.2%	6.7%	-7.2%
CC(C)CNC(=O)CSc1nc2nn(-c3ccccc3)c(=O)c-2c2n1CCCCC2	-52.9*	-2.6%	-0.8%	-19.0%	-2.5%	-9.8%	?	4.7%	-6.4%
COc1cc(/C=N/NC(=O)Cc2ccc(Br)cc2)cc(OC)c1O	16.1	-27.7%	-5.2%	-13.5%	?	4.1%	-3.7%	0.4%	2.0%
O=C(C[C@H]1C[C@@H]2c3cc(NC(=O)Nc4ccccc4F)ccc3O[C@@H]2[C@H](CO)O1)NCc1ccccn1	-1.4	0.1%	-7.0%	-1.2%	-6.6%	-1.7%	11.8%	·	·
Cn1c(=O)c2c(nc(NCCCO)n2Cc2cccc(C(F)(F)F)c2)n(C)c1=O	11.1	-0.2%	-0.7%	-0.5%	1.7%	-0.7%	-14.7%	-2.9%[9.22 µM]	2.2%
CSCC[C@H](NC(=O)OC(C)(C)C)C(=O)N1CCC(C(=O)N[C@@H](C)C(=O)NC(C)c2ccccc2)CC1 (some centres undefined)	-9.3	-3.8%	-1.0%	4.1%	-0.8%	0.0%	-30.3%	-7.9%	-2.6%
CC(C)CCNC(=O)c1nnc(Cc2ccc(Cl)cc2)o1	19.2	8.1%	3.1%	-15.8%	0.7%	1.5%	-4.9%	0.4%	2.8%
COc1ccc(OC)c(NC(=O)CSCc2cnn(-c3ccccc3)c2-n2cccc2)c1	-11.3	-4.3%	0.4%	-11.6%	-17.2%	0.0%	0.0%	0.9%	?
CCC(=O)Nc1cccc(C(=O)c2ccc(C)c(C)c2)c1	?	-3.0%	-6.1%	-2.3%	7.7%	-3.6%	6.3%	-23.2%	15.1%
COc1ccccc1OCC(=O)Nc1ccccc1C(=O)Nc1cccc(C(=O)O)c1	11.9	2.5%	-4.2%	10.8%	4.3%	6.8%	?	-0.1%	0.4%
CCC1CN(C(=O)N2CCC(C(=O)NCc3ccc(F)cc3)CC2)c2ccccc2O1 (centres undefined)	17.2	-9.2%	-5.7%	-14.8%	-10.9%	6.6%	-1.7%	4.8%	-3.4%
CC(=O)c1cccc(NS(=O)(=O)c2ccc(-c3cnc(C4CC4)o3)cc2)c1	-3.5	?	1.6%	·	20.6µM*	?	?	1.0%	19.8%
CCOC(=O)C1CCCN(C(=O)c2ccc(Cl)c(S(=O)(=O)N3CCCCCC3)c2)C1 (centres undefined)	-13.9	-17.8%	5.6%	-17.1%	-9.2%	-17.1%	-26.8%	-5.5%	12.7%
COc1ccc(NC(=O)C(c2ccnc3ccccc23)n2c(=O)c(-c3ccco3)nc3ccccc32)cc1 (centres undefined)	-3.8	-0.7%	0.3%	·	-1.7%	9.5%	-19.5%	·	·
CCN1CCN(C(=S)c2ccc(OCC(=O)N3CCOCC3)cc2)CC1	27.6	-0.9%	-4.5%	-7.7%	1.1%	-4.6%	9.7%	-8.5%	-0.8%
O=C(Nc1cc(S(=O)(=O)N2CCOCC2)ccc1N1CCOCC1)c1ccc(Cl)nc1	66.3	-2.7%	3.4%	-7.7%	-0.2%	-2.5%	3.1%	-10.8%	0.2%
OCC1(CCCc2ccccc2)CCN(Cc2cc(F)ccc2F)CC1	0.1	2.9%	-4.4%	·	-1.6%	0.1%	22.6%	-1.5%	14.2%
Cc1c(OCC(=O)N(C)C)ccc2c(-c3ccccc3)cc(=O)oc12	-20.7	9.0%	10.9%	-29.7%	10.2%	-0.7%	-28.9%	16.7%	-1.8%
CCN1C(=O)c2cccc3cccc1c23	36.5	1.0%	-4.2%[57.1 µM]	14.9%	1.6%	-10.9%	-1.8%	22.2%	?
N#C/C(=C\c1c(N(Cc2ccccc2)Cc2ccccc2)nc2ccccn2c1=O)C(N)=O	?	0.3%	-2.6%	-0.3%	0.3%	5.0%	?	-8.3%	-0.6%
CC(C)(C)NC(=O)Cn1nnnc1-c1nonc1N	14.4	17.1%	6.2%	21.8%	19.2%	-1.3%	-4.8%	-2.3%	-6.1%
COc1ccc(/C=N/Nc2cc(N3CCCC3)nc(N3CCCC3)n2)cc1	-90.8*	16.4µM*	6.2%	14.1µM*	13µM*	?	?	9.2µM*	18.4µM*
Cc1cccn2c(=O)c(/C=C(\C#N)S(=O)(=O)c3ccccc3)c(N3CCN(Cc4ccccc4)CC3)nc12	0.0	3.6%	4.1%	-2.8%	-3.8%	0.7%	1.9%	31.6%	13.1%
CCc1ccccc1NC(=O)CNC(=O)c1ccc(S(=O)(=O)NCc2ccco2)cc1	-1.6	0.0%	3.3%	·	4.7%	1.1%	0.0%	·	·
COc1ccc(-c2nnc(SC(C(=O)c3c[nH]c4ccccc34)c3ccccc3)n2N)cc1OC (centres undefined)	-26.4	-11.8%	-32.6%[57.1 µM]	-3.3%	-8.7%	?	-16.5%	19.6%	8.4%
COc1cc(OC)nc(NC(C)=O)n1	-7.5	-11.8%	1.7%	1.0%	-2.5%	-1.9%	-2.8%	-6.2%	3.5%
NC(=S)NNC(=O)Nc1ccc(Cl)c(Cl)c1	-5.4	-3.5%	-30.0%[57.1 µM]	-16.2%	-1.0%	0.7%	0.9%	0.2%	-2.0%
Cn1nc(C(C)(C)C)cc1NC(=O)C1(C)CCN1C(=O)c1ccccc1CCc1ccccc1 (centres undefined)	-5.3	?	-6.1%	-34.8%	?	0.0%	2.3%	·	·
COC(=O)c1ccc2nc(-c3cccc(Br)c3)c(Cc3ccsc3)n2c1	90.2	-24.4%	-15.5%	7.8%	-11.2%	-4.2%	-5.2%	·	·
O=C(NCCC(=O)N1CCN(c2ccccc2O)CC1)c1ccc(Br)cc1	-7.7	-0.9%	-5.1%	-1.4%	-0.9%	0.4%	-10.9%	-2.1%	3.8%
Cc1ccc2c(CC(=O)OCc3cc(=O)n4c(n3)sc3ccccc34)coc2c1	12.6	7.3%	?	1.4%	8.1%	1.0%	?	0.1%	1.8%
CC(=O)c1ccc(NC(=O)c2ccn(C(=O)OCC(C)C)n2)cc1	-5.4	-10.3%	-1.7%	-12.7%	-6.9%	-4.4%	-9.3%	-0.4%	1.8%
C=CCn1c(SCc2nc3ccccc3c(=O)[nH]2)nc2scc(C3CC3)c2c1=O	14.2	-13.0%	-20.6%	?	-20.3%	8.6%	-10.6%	?	20.6µM*
NS(=O)(=O)c1ccc(NC(=O)/C=C/c2ccccc2Cl)cc1	-17.1	19.8%	4.1%	-1.8%	3.7%	-0.1%	-12.1%	1.4%	-0.5%
O=C(Nc1c(C(=O)N2CCOCC2)cnn1-c1ccccc1)c1ccco1	38.5	-0.7%	8.6%	-6.1%	8.1%	-21.8%	-15.5%	-3.6%	-11.7%
NCCCNc1nc(N)c([N+](=O)[O-])c(NC2CCCCC2)n1	-15.9	?	3.2%	·	-27.4%	?	1.8%	?	15.9%
COC(=O)C1CC2=C(CCCC2=O)NC1=O (centres undefined)	0.0	6.9%	-2.3%	1.9%	8.1%	10.3%	0.0%	-2.7%	8.0%
CC(=O)c1ccc(NC(=O)c2cc(Cl)sc2Cl)cc1	-15.9	16.8%	2.4%	67.7%[activator]	13.9%	4.1%	-20.8%	-6.8%	-5.3%
O=[N+]([O-])c1ccc(S(=O)(=O)N(CCCN2CCOCC2)Cc2cccs2)cc1	8.5	4.4%	-0.6%	·	10.1%	3.1%	?	-70.7%[inhibitor]	5.4%
Cc1onc(-c2ccccc2Cl)c1C(=O)Nc1sc2c(c1C#N)CCC2	0.0	-20.6%	-35.0%	·	-15.8%	-4.2%	?	-13.0%	?
NNC(=O)c1sc(-c2ccc(Cl)cc2)cc1N	-77.6*	?	-8.2%	-37.3%	-8.0%	?	-15.0%	?	?
COc1ccc(-n2c(COc3ccc(C)cc3)n[nH]c2=S)cc1	11.1	-1.6%	-5.8%	·	4.1%	1.0%	16.3%	4.4%	-9.1%
O=C(O)CCc1ccc(-c2ccccc2)n1-c1ccc(C(=O)O)cc1	-6.9	3.9%	2.2%	15.3%	1.3%	5.4%&7.2%	?	-8.2%	-7.9%
Cc1cc(NCCCN2CCOCC2)n2nc(C)c(-c3ccccc3)c2n1	-14.1	-21.6%	-30.7%[57.1 µM]	8.2%	-23.8%	?	?	6.1%	-6.9%
O=c1[nH]c(NNC(=S)NCc2ccccc2)nc2c1C1(CCCCC1)Cc1ccccc1-2	-22.9	-15.9%	12.1%	·	-24.0%	-8.2%	-3.4%	-39.2%[inhibitor]	11.6µM*
CCc1ccccc1NC(=O)CN(C)C(=O)CSc1nn(-c2ccccc2)c(=S)s1	0.0	5.1%	-4.3%	-0.4%	3.8%	3.3%	-23.4%	?	-6.9%
CC1(C)Cc2cccc(OCC(=O)Nc3cccnc3Cl)c2O1	7.6	-11.0%	-0.2%	13.8%	-2.1%	9.8%	1.1%	-8.4%	26.0%
Cc1cc(=O)oc2c1ccc1oc(/C(=N/O)c3ccccc3)c(C)c12	-74.1*	?	-5.1%	?	?	?	20.6µM*	-5.8%	?
